NCI-60 one-dose screen, 48 h, at 10 µM unless noted. Numbers give growth in % (100 = growth as untreated, 0 = no growth, -100 = all killed).
SNB-75: SNB-75 CNS cancer. 79,000 tested, 5% active
SW-620: SW-620 colon cancer. 82,000 tested, 5.2% active. AID 1794795
KM12: KM12 colon cancer cells | 82,000 tested, 5% active | AID 1794800
HT29: HT29 colon cancer; 81,000 tested, 7.4% active; AID 1794748
HCC-2998: HCC-2998 colon cancer. 79,000 tested, 4.7% active. AID 1794799
HCT-116: HCT-116 colon cancer | 82,000 tested, 7.3% active
COLO 205: COLO 205 colon cancer; 79,000 tested, 7.3% active; AID 1794742
HCT-15: HCT-15 colon cancer | 82,000 tested, 5.2% active
SNB-19: SNB-19 CNS cancer cells; 81,000 tested, 2.5% active
An asterisk follows results filed as active; [ ] = dose if it differs, or a comment. The calls were made as follows: active = growth percent below 10; inactive = the rest.

For CS(=O)(=O)c1ccccc1 the results were SNB-75 96, SW-620 105, KM12 108, HT29 93, HCC-2998 101, HCT-116 107, COLO 205 110, HCT-15 102 and SNB-19 107.
For Cc1c(-c2nnc(-c3ccccc3)o2)nnn1-c1ccc([N+](=O)[O-])cc1 the results were SNB-75 99, SW-620 98, KM12 93, HT29 95, HCC-2998 91, HCT-116 102, COLO 205 111, HCT-15 98 and SNB-19 96.
Screening CCn1c(=O)n(C)c2c(=O)n(C)c(=O)n(C)c21 returned SNB-75 97, SW-620 107, HT29 101, HCC-2998 88, HCT-116 109, COLO 205 101, HCT-15 106 and SNB-19 102.
Screening C=C(C)[C@@H]1CC[C@]2(COCCCNCCC#N)CC[C@]3(C)[C@H](CC[C@@H]4[C@@]5(C)CC[C@H](OCCCNCCC#N)C(C)(C)[C@@H]5CC[C@]43C)[C@@H]12 returned SNB-75 54, SW-620 65, KM12 64, HT29 50, HCC-2998 32, HCT-116 25, COLO 205 62, HCT-15 47 and SNB-19 84.
For CCOc1ccc(N2C(=O)CSC2=S)cc1 the results were SNB-75 93, SW-620 111, KM12 102, HT29 103, HCC-2998 105, HCT-116 100, COLO 205 108, HCT-15 97 and SNB-19 99.
`COc1ccc(NC(=O)/C(=C/n2c(=S)[nH]c3cc(C)ccc32)C(C)=O)cc1` gave SNB-75 86, SW-620 100, KM12 105, HT29 103, HCC-2998 105, HCT-116 91, COLO 205 100, HCT-15 101 and SNB-19 99.
Screening O=C(c1ccccc1)c1coc(-c2ccccc2)c1 returned SNB-75 90, SW-620 95, KM12 96, HCC-2998 104, HCT-116 96, COLO 205 113, HCT-15 91 and SNB-19 89.
`COC(=O)c1c(NC(=O)CN2CCc3cc(OC)c(OC)cc3C2)sc2c1CCC2` gave SNB-75 83, SW-620 96, KM12 97, HT29 85, HCC-2998 85, HCT-116 71, COLO 205 85, HCT-15 100 and SNB-19 97.
`COC(=O)[C@H](CCCCNC(=O)OCc1ccccc1)NC(=O)[C@@H](NC(=O)Nc1cc(C(F)(F)F)cc(C(F)(F)F)c1)C(C)C` gave SNB-75 -89*[100 µM], SW-620 -15*[100 µM], KM12 8.0*[100 µM], HT29 -61*[100 µM], HCC-2998 -43*[100 µM], HCT-116 -87*[100 µM], COLO 205 -13*[100 µM], HCT-15 13[100 µM] and SNB-19 28[100 µM].
`CCOC(=O)C1=C(N)Oc2c(ccc3ccccc23)C1c1ccccc1` (centres undefined) gave SNB-75 52, SW-620 89, KM12 96, HT29 108, HCC-2998 116, HCT-116 95, COLO 205 109, HCT-15 94 and SNB-19 96.
`CCNCCCCNCCCCNCCCCNCCCCNCC` gave SW-620 68, KM12 62, HT29 72, HCC-2998 101, HCT-116 93, COLO 205 69, HCT-15 99 and SNB-19 81.
Screening N#Cc1ccc(-c2ccc(OCCCCN3CCCCCC3)cc2)cc1 returned SNB-75 93, SW-620 93, KM12 98, HT29 14, HCC-2998 95, HCT-116 71, COLO 205 79, HCT-15 54 and SNB-19 90.
Screening Cn1c(=O)[nH]c(=O)c2[nH]c(-c3cc4ccccc4[nH]c3=O)nc21 returned SNB-75 102, SW-620 105, KM12 101, HT29 118, HCC-2998 121, HCT-116 100, COLO 205 95, HCT-15 100 and SNB-19 90.
NC(=S)Cc1ccccc1 was read as SNB-75 88, SW-620 102, KM12 101, HT29 101, HCC-2998 107, HCT-116 104, COLO 205 108, HCT-15 97 and SNB-19 98.
CSc1ncc(Br)c(SC)n1 was read as SNB-75 105, SW-620 97, KM12 117, HT29 106, HCC-2998 106, HCT-116 98, COLO 205 116, HCT-15 106 and SNB-19 99.
`N=c1c(S(=O)(=O)c2ccccc2)cc2c(=O)n3ccccc3nc2n1Cc1ccc(F)cc1` gave SNB-75 82, SW-620 102, KM12 106, HT29 97, HCC-2998 93, HCT-116 97, COLO 205 111, HCT-15 98 and SNB-19 93.
`O=C1Nc2ccc(Cl)cc2C12Oc1ccc(Cl)cc1C1CC(c3ccc(F)cc3)=NN12` (centres undefined) gave SNB-75 72, SW-620 94, KM12 87, HT29 103, HCC-2998 99, HCT-116 87, COLO 205 109, HCT-15 71 and SNB-19 91.
`Cc1ccc(S(=O)(=O)NC2CCCCC2)cc1` gave SNB-75 90, SW-620 103, KM12 105, HT29 99, HCC-2998 103, HCT-116 100, COLO 205 113, HCT-15 102 and SNB-19 97.
CSC(SC)C(SC)SC was read as SNB-75 105, SW-620 99, KM12 103, HT29 113, HCC-2998 97, HCT-116 104, COLO 205 114, HCT-15 105 and SNB-19 110.
For COc1ccc(OC)c(-c2cn3nc(-c4c[nH]c5ccccc45)sc3n2)c1 the results were SNB-75 80, SW-620 80, KM12 67, HT29 79, HCC-2998 94, HCT-116 75, COLO 205 77, HCT-15 65 and SNB-19 92.
For c1ccc(Nc2ccccc2)cc1 the results were SNB-75 88, SW-620 105, KM12 119, HT29 105, HCC-2998 119, HCT-116 101, COLO 205 108, HCT-15 98 and SNB-19 103.
`CCN1[C@@H]2CC[C@H]1/C(=C\c1ccc(Cl)cc1)C1=C2[C@@H](c2ccc(Cl)cc2)C(C#N)=C(N)O1` gave SNB-75 81, SW-620 95, KM12 89, HT29 70, HCC-2998 90, HCT-116 78, COLO 205 75, HCT-15 86 and SNB-19 82.
Screening Cc1cc(O)c(/C=N/C(=S)Nc2ccccc2)c(=O)o1 returned SNB-75 91, SW-620 110, KM12 104, HT29 107, HCC-2998 106, HCT-116 96, COLO 205 104, HCT-15 103 and SNB-19 105.
CC(=O)Oc1cc(OC(C)=O)c2ccccc2c1OC(C)=O was read as SNB-75 86, SW-620 92, KM12 91, HT29 93, HCC-2998 110, HCT-116 80, COLO 205 93, HCT-15 81 and SNB-19 94.
Screening CCCCC(CC)COC(=O)/C=C/c1cccc2c1C(=O)NC(C)(c1cc3cc(Br)ccc3oc1=O)N2 (centres undefined) returned SW-620 76, KM12 54, HT29 62, HCC-2998 75, HCT-116 45, COLO 205 73, HCT-15 60 and SNB-19 55.
Screening COc1ccc2cc([C@H](C)C(=O)N/N=C/c3ccccc3)ccc2c1 returned SNB-75 85, KM12 105, HT29 100, HCC-2998 111, HCT-116 99, COLO 205 105, HCT-15 97 and SNB-19 98.
Screening O=c1cc(Cl)nc2ccccn12 returned SNB-75 109, SW-620 105, KM12 97, HT29 111, HCC-2998 102, HCT-116 100, COLO 205 127, HCT-15 109 and SNB-19 103.
CC1Cc2c([nH]c(=O)n(-c3ccccc3)c2=O)O1 (centres undefined) was read as SNB-75 86, SW-620 95, KM12 99, HCC-2998 112, HCT-116 100, COLO 205 111, HCT-15 100 and SNB-19 105.
COc1cc2cc(OC(C)=O)c3cc4c(cc3c2c(OC)c1OC)OCO4 was read as SW-620 97, KM12 100, HT29 101, HCC-2998 107, HCT-116 104, COLO 205 106, HCT-15 100 and SNB-19 105.
`Nc1nc(Nc2ccccc2SSc2ccccc2Nc2nc(N)nc(C(Cl)(Cl)Cl)n2)nc(C(Cl)(Cl)Cl)n1` gave SW-620 68, KM12 43, HT29 97, HCC-2998 111, HCT-116 46, COLO 205 114, HCT-15 41 and SNB-19 70.
For COc1cc(C(=O)O)cc(Br)c1O the results were SNB-75 85, SW-620 104, KM12 110, HT29 96, HCC-2998 103, HCT-116 84, COLO 205 99, HCT-15 108 and SNB-19 105.
Screening CCCCCNCC(O)Cc1ccccc1OC (centres undefined) returned SNB-75 93, SW-620 105, KM12 103, HT29 94, HCC-2998 105, HCT-116 86, COLO 205 97, HCT-15 102 and SNB-19 106.
CCn1c(SCC(=O)Nc2cccc(C(=O)/C=C/c3ccccc3)c2)nc2ccccc2c1=O was read as SW-620 99, KM12 97, HT29 108, HCC-2998 105, HCT-116 12, COLO 205 123, HCT-15 80 and SNB-19 95.
C=CCOCC1CC2(Cl)CC1(Cl)C(Cl)=C2Cl (centres undefined) was read as SNB-75 91, SW-620 103, KM12 115, HT29 109, HCC-2998 104, HCT-116 101, COLO 205 117, HCT-15 108 and SNB-19 108.
`c1ccc(-c2cc3n4c(-c5ccccc5)nn(-c5ccccc5)c4cnc-3n2)cc1` gave SNB-75 -8.2*, SW-620 52, KM12 71, HT29 44, HCC-2998 84, HCT-116 31, COLO 205 75, HCT-15 86 and SNB-19 76.
For Cn1c(=O)cc(S)c2ccccc21 the results were SNB-75 111, SW-620 110, KM12 102, HT29 103, HCC-2998 130, HCT-116 90, COLO 205 103, HCT-15 110 and SNB-19 94.
`CCOc1ccccc1-c1cc(-c2ccc(F)cc2)c(C#N)c(=O)[nH]1` gave SNB-75 95, SW-620 99, KM12 100, HT29 107, HCC-2998 109, HCT-116 91, COLO 205 115, HCT-15 86 and SNB-19 90.
For N#Cc1ccccc1-c1n[nH]nc1-c1ccccc1 the results were SNB-75 73, SW-620 89, KM12 106, HT29 117, HCC-2998 109, HCT-116 106, COLO 205 95, HCT-15 112 and SNB-19 87.
CCOC(=O)C(=Cc1ccc(Br)cc1)C(=O)OCC was read as SNB-75 13, SW-620 -71*, KM12 -25*, HT29 -64*, HCC-2998 -82*, HCT-116 -80*, COLO 205 -70*, HCT-15 -42* and SNB-19 63.
`O=C(C1=Cc2cccn2Cc2cnnn21)c1ccc(Cl)cc1` gave SW-620 104, KM12 96, HT29 103, HCC-2998 102, HCT-116 94, COLO 205 89, HCT-15 116 and SNB-19 93.
`CCc1ccc(CC2c3ccccc3CC2O)nc1` (centres undefined) gave SNB-75 92, SW-620 101, KM12 99, HT29 101, HCC-2998 96, HCT-116 101, COLO 205 110, HCT-15 106 and SNB-19 100.
`NCCNc1nc(-c2ccccc2)nc2nc(-c3ccccc3)oc12` gave SNB-75 62, SW-620 51, KM12 99, HT29 72, HCC-2998 99, HCT-116 55, COLO 205 87, HCT-15 70 and SNB-19 90.
Screening COc1ccc(NC2=C(Cl)C(=O)C(C)=C(C)C2=O)cc1 returned SNB-75 72, SW-620 94, KM12 72, HT29 106, HCC-2998 101, HCT-116 63, COLO 205 109, HCT-15 95 and SNB-19 95.
O=C(Nc1cccc([N+](=O)[O-])c1)N1CCCC1 was read as SNB-75 95, SW-620 100, KM12 99, HT29 98, HCC-2998 122, HCT-116 102, COLO 205 112, HCT-15 104 and SNB-19 102.
COc1ccc(/C=C2\Oc3cc(OCC(=O)c4ccc(C)cc4)ccc3C2=O)cc1OC was read as SNB-75 100, SW-620 112, KM12 119, HT29 111, HCT-116 90, COLO 205 135, HCT-15 107 and SNB-19 100.

Among those listed so far, 2 contain an aryl thioether with sulfur outside any ring:
CSc1ncc(Br)c(SC)n1 was read as SNB-75 105, SW-620 97, KM12 117, HT29 106, HCC-2998 106, HCT-116 98, COLO 205 116, HCT-15 106 and SNB-19 99.
CCn1c(SCC(=O)Nc2cccc(C(=O)/C=C/c3ccccc3)c2)nc2ccccc2c1=O was read as SW-620 99, KM12 97, HT29 108, HCC-2998 105, HCT-116 12, COLO 205 123, HCT-15 80 and SNB-19 95.

Later entries.
`CNC(=O)C(=O)[C@H](Cc1ccccc1)NC(=O)c1[nH]c2ccccc2c(=O)c1C` gave SNB-75 101, SW-620 102, KM12 102, HT29 105, HCC-2998 106, HCT-116 103, COLO 205 116, HCT-15 98 and SNB-19 96.
For CSC(=S)N/N=C/c1ccccc1 the results were SNB-75 80, SW-620 106, KM12 94, HT29 82, HCC-2998 95, HCT-116 89, COLO 205 98, HCT-15 93 and SNB-19 111.
Cc1[nH]c(-c2ccc(F)cc2)cc1C(=O)NC1CCN(Cc2ccccc2)CC1 was read as SNB-75 69, SW-620 97, KM12 92, HT29 92, HCC-2998 115, HCT-116 99, COLO 205 108, HCT-15 83 and SNB-19 111.
Screening Fc1ccc2[nH]cc(-c3nc(-c4ccsc4)cs3)c2c1 returned SNB-75 92, SW-620 95, KM12 101, HT29 100, HCC-2998 105, HCT-116 91, COLO 205 101, HCT-15 91 and SNB-19 109.
Screening Cc1cc(N[C@@H]2CCC[C@H](Nc3ccnc4cc(Cl)ccc34)C2)nc(N2CCCCCC2)n1 returned SNB-75 -84*, SW-620 -77*, KM12 -39*, HT29 -60*, HCC-2998 -84*, HCT-116 -89*, COLO 205 -79*, HCT-15 -73* and SNB-19 -22*.
For S=c1[nH]nc2ccc3ccccc3n12 the results were SNB-75 93, SW-620 99, KM12 105, HT29 99, HCC-2998 103, HCT-116 97, COLO 205 107, HCT-15 96 and SNB-19 99.
`O=CNc1ccc2ccccc2c1` gave SNB-75 94, SW-620 104, KM12 109, HT29 93, HCC-2998 114, HCT-116 90, COLO 205 113, HCT-15 98 and SNB-19 107.

Four entries picked at random from those above:
Screening Cc1cc(N[C@@H]2CCC[C@H](Nc3ccnc4cc(Cl)ccc34)C2)nc(N2CCCCCC2)n1 returned SNB-75 -84*, SW-620 -77*, KM12 -39*, HT29 -60*, HCC-2998 -84*, HCT-116 -89*, COLO 205 -79*, HCT-15 -73* and SNB-19 -22*.
For CSC(=S)N/N=C/c1ccccc1 the results were SNB-75 80, SW-620 106, KM12 94, HT29 82, HCC-2998 95, HCT-116 89, COLO 205 98, HCT-15 93 and SNB-19 111.
Screening Fc1ccc2[nH]cc(-c3nc(-c4ccsc4)cs3)c2c1 returned SNB-75 92, SW-620 95, KM12 101, HT29 100, HCC-2998 105, HCT-116 91, COLO 205 101, HCT-15 91 and SNB-19 109.
`CNC(=O)C(=O)[C@H](Cc1ccccc1)NC(=O)c1[nH]c2ccccc2c(=O)c1C` gave SNB-75 101, SW-620 102, KM12 102, HT29 105, HCC-2998 106, HCT-116 103, COLO 205 116, HCT-15 98 and SNB-19 96.
